# APJ antagonist – antagonists of human apelin receptor APJ, primary screen, CHO-K1 cells, beta-arrestin complementation, luminescence; P35414; inhibition, % at 20 µM; 330,000 compounds, 0.32% hits; AID 2521, 2010;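 active = inhibition above about 40% at 20 µM, limit read from the data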;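 note: cells challenged with 10 nM apelin-13 agonist together with compound; plate controls were apelin-13 plus DMSO wells for no effect and DMSO wells lacking apelin-13 for full effect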
# Target sequence (P35414 whole entry, looked up): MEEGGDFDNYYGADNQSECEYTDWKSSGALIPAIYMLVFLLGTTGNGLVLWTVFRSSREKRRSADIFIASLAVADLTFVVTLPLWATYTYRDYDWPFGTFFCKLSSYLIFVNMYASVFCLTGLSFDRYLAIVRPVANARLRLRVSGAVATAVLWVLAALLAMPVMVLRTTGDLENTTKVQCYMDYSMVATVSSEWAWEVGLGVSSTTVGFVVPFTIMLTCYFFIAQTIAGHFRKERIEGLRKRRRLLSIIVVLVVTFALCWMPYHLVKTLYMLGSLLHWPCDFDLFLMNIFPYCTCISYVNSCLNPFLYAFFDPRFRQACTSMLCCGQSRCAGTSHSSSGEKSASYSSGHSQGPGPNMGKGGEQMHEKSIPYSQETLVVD
# UPR XBP1 act – activators of adaptive XBP1 UPR arm, primary screen, cell-based, CHO-XBP1 luciferase reporter, luminescence, uHTS; IRE1-XBP1 UPR activation; percent of tunicamycin response, DMSO as zero; activation, % at 20 µM; 330,000 compounds, 0.33% hits;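 active = versus positive control, 20 µM dose yields 30% or more activation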;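 note: 100% = tunicamycin at 10 µg/mL and 0% = DMSO only wells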
#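 Material: CHO cell line with stable XBP1 luciferase reporter; buffer or medium: F12 medium containing 10% fetal bovine serum; compound: single point, 20 µM final compound, 1% DMSO; incubation: 6 h treatment, 37 °C; measured by: glow luminescence from Steady-Glo reagent; evaluation: activation, % of tunicamycin; control set: tunicamycin high, DMSO low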
# tim10-1 inh – growth inhibitors of tim10-1 mutant yeast, primary screen, luminescence, uHTS. S. cerevisiae tim10-1 ts strain growth, BacTiter-Glo, 24 h. inhibition, % at 20 µM. 330,000 compounds, 2.2% hits. AID 463190, 2010;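 active = inhibition of at least 40%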;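 note: mutant grown at 25 °C; 0% = DMSO wells with yeast and 100% = wells holding no yeast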
# tim23-1 inh – growth inhibitors of tim23-1 mutant yeast, primary screen, luminescence, uHTS; 330,000 compounds, 1.3% hits; inhibition, % at 20 µM; S. cerevisiae tim23-1 growth, BacTiter-Glo luminescence, 24 h; AID 463212, 2010;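 active = growth inhibition of the mutant yeast at or above 50%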;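 note: temperature-sensitive mutant grown at 25 °C; plate controls were DMSO-treated mutant yeast for no effect and medium wells lacking yeast for full effect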
# CXCR6 block – CXCR6 receptor inhibitors, primary screen, cell-based, beta-arrestin, luminescence, CHO-K1 PathHunter, 1536-well | 360,000 compounds, 0.36% hits | inhibition, % at 20 µM; in the data active = inhibition above about 34%, passing the limit was not always enough;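 note: antagonist mode with CXCL16 agonist at 10 nM final; 0% = 10 nM CXCL16 with DMSO and 100% = unstimulated wells without agonist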
# Target sequence (O00574 whole entry, looked up): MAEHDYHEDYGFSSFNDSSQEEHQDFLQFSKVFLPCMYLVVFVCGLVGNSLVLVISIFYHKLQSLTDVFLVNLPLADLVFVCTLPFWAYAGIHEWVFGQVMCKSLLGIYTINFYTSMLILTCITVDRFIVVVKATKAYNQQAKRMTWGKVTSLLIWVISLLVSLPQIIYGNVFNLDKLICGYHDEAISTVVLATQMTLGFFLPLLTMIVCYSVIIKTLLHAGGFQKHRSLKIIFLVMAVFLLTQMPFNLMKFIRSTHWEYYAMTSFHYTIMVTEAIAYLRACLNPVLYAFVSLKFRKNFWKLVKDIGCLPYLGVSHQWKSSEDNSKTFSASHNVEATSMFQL
# Mdm2 MdmX PPI – inhibitors of human Mdm2-MdmX association, primary screen, cell-based, luminescence, split luciferase, SaOS-2, uHTS; AID 485346, 2010; 330,000 compounds, 3% hits; SaOS-2 split-luciferase Mdm2/MdmX complementation; inhibition, % at 8 µM;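 active = inhibition of at least 50% at 8 µM in the primary screen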
# CHOP UPR activ – activators of apoptotic CHOP UPR arm, primary screen, cell-based, CHO-CHOP luciferase reporter, luminescence, uHTS; UPR activation; percent of tunicamycin response over DMSO baseline; activation, % at 10 µM; 330,000 compounds, 0.34% hits;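 active = at 10 µM dose, activation of 40% or more, normalized to positive control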;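 note: 100% = tunicamycin at 10 µg/mL and 0% = DMSO alone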
#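 System: CHO-CHOP luciferase reporter cell line | Buffer or medium: F12 medium containing 10% fetal bovine serum | Doses: One dose, 10 µM in 0.5% DMSO | Times: 6 h compound exposure at 37 °C after overnight seeding | Signal: Luciferase luminescence | Read-out: % activation vs tunicamycin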
# TIM10 inh – growth inhibitors of isogenic TIM10 control yeast, primary screen, counter-screen for tim10-1 yeast inhibitor project, luminescence, uHTS; inhibition, % at 10 µM; 330,000 compounds, 1.4% hits; S. cerevisiae TIM10 strain growth, BacTiter-Glo luminescence, 24 h;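 active = inhibition of 40% or more at the single tested concentration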;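 note: wild-type TIM10 isogenic control strain grown at permissive 25 °C; 0% = DMSO yeast wells and 100% = minimal medium wells without yeast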
# APJ ag – agonists of human apelin receptor APJ, primary screen, CHO-K1 cells, PathHunter beta-arrestin, luminescence; P35414; 0% DMSO wells, 100% apelin; activation, % at 20 µM; 330,000 compounds, 0.11% hits; AID 2520, 2010;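 active = activation more than six SD over the plate average, tested at 20 µM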;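 note: 0% = DMSO alone and 100% = apelin-13 at 10 nM; some results filed as inactive read as strong as hits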
#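 assay system = CHO-K1 APJ beta-arrestin complementation cell line | input = cell density 1000 per well | dosing = compound 20 µM once, DMSO 1% | timing = compound 90 min 25 °C, reagent 1 h | measured by = luminescence from split beta-galactosidase complementation, Galacton Star/Emerald II substrate | read-out basis = APJ agonist activity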
# Active calls of the source: *. The list is partial (hit frequency here may not be typical).
SMILES,APJ antagonist,UPR XBP1 act,tim10-1 inh,tim23-1 inh,CXCR6 block,Mdm2 MdmX PPI,CHOP UPR activ,TIM10 inh,APJ ag
Cc1cc(C)c2oc(=O)cc(CN3CCN(Cc4ccccc4)CC3)c2c1,-7,-3,33,14,-6,4,-2.1,13,-2
CCC(CC)C(=O)NCCc1ccc(OC)c(OC)c1,13,-1,5,2,-4,3,2.3,-13,-1
O=C(COc1ccccc1)NC1CCSC1=O (stereo not given),13,-2,4,6,-1,7,0.4,19,-1
C[N+]1(C)CC2([N+](=O)[O-])CC=C(Oc3ccccc3)C([N+](=O)[O-])(C2)C1 (stereo not given),-4,-3,1,6,4,-7,2.3,5,5
CN(C)CCOCCOc1ccc(Cl)c2ccccc12,-12,1,21,22,-2,37,0.5,1,1
COc1cc2c(cc1OC)CN(Cc1cc(=O)n3c(-c4ccccc4)csc3n1)CC2,-17,0,-11,6,3,5,-1.5,0,0
O=C(O)COc1ccc(S(=O)(=O)NCCc2ccccc2)cc1,-8,1,5,2,2,12,-0.9,6,-1
CC(=O)N1CCOc2ccc(S(=O)(=O)NCCc3ccc(Cl)cc3)cc21,7,-6,-5,13,5,7,-0.6,1,-4
O=C(OCCCc1cc2ccccc2c(=O)o1)c1ccco1,6,0,-4,9,2,-21,2.2,-10,-2
COc1ccc2c3c([nH]c2c1)C(C)N(CCC(=O)NN)CC3 (stereo not given),11,-6,-3,9,-1,8,3.1,-5,-1
Cc1cccc(Oc2cc([N+](=O)[O-])cc3c2C(=O)Nc2ccccc2O3)c1,-20,4,14,4,7,4,4.7,11,-1
CCCOc1ccc(C(=O)Nc2cccnc2)cc1,16,0,-2,9,3,10,3.9,7,-1
N#Cc1cc([N+](=O)[O-])ccc1N1CCN(c2ccccc2O)CC1,-22,1,18,9,-11,-36,3.5,32,-4
Cc1c(NC(=O)/C(=C/c2cccs2)c2cccs2)c(=O)n(-c2ccccc2)n1C,-1,1,-2,-19,10,17,-0.1,-17,-1
CCCn1cc(S(=O)(=O)c2ccc(C)cc2)c(=O)c2cc(OC)ccc21,13,3,-7,-4,4,13,1.8,-2,2
O=[N+]([O-])c1ccc(Cl)cc1NCc1cccnc1,14,2,-8,3,2,12,1.2,-1,4
CCOc1ccc(N/C=C\C(=O)c2ccc3c(c2)OCO3)cc1,24,0,3,6,0,-41,2.8,5,0
O=C(CSc1nnc(-c2ccccc2F)n1C1CCCCC1)Nc1cc(C(=O)O)ccc1Cl,-12,-2,-3,14,-4,5,2.0,19,1
COc1ccc(NC(=O)CCCCCN2C(=O)[C@@H]3Cc4ccccc4CN3C2=O)cc1Cl,5,-3,2,-7,11,22,-0.6,-18,-2
c1ccc(NC2=Nc3cccc4cccc2c34)cc1,-9,1,10,36,7,-26,1.3,24,-3
O=C(Cc1ccccc1)N/N=C/c1cc(Br)cc(Br)c1O,-10,-2,34,25,10,59*,-1.9,38,-6
COc1ccc(NC(=O)CCS(=O)(=O)c2ccccc2Cl)cc1S(=O)(=O)Nc1ccc(Cl)cc1,-7,0,-7,-1,0,32,-1.0,-18,-3
COC(=O)C(O)(CC(=O)Nc1ccc(OC)cc1)C(F)(F)F (stereo not given),-8,0,6,0,-4,12,-0.5,5,1
NC(=O)C1CCC(NC(=O)OCc2ccccc2)CC1 (stereo not given),7,-2,-1,6,7,6,2.6,10,-2
CC(=O)C(C)Oc1cc(C)cc2oc(=O)c(C)c(C)c12 (stereo not given),-4,0,0,-13,4,43,-1.8,-9,-1
COc1ccccc1NC(=O)CNC(=O)c1ccccc1,2,-2,-8,-5,-11,16,-2.8,-7,1
COc1ccc(N(CC(=O)NC2CCCC2)C(=O)Cn2nnc(-c3ccc(OC)c(OC)c3)n2)cc1,-1,-5,8,17,2,10,-0.6,-2,0
Cc1nc(NC(=O)CSc2nnc3ccccn23)c(Cl)cc1Cl,1,-3,0,3,-1,-3,-0.1,2,-1
CN(C)CC(=O)Nc1ccc(Oc2ccc(Cl)cc2)cc1,2,3,22,2,-8,40,-0.1,3,-5
CCN(CC)c1ccc2cc(C(=O)NCc3ccc(F)cc3)c(=N)oc2c1,-7,-2,27,35,-9,44,3.9,23,12
O=C(CCCOc1ccc(Cl)cc1)N1CCCCC1,3,8,7,5,1,-22,3.4,12,4
COc1cccc2cc(C(=O)N3CCCCC3C)c(=O)oc12 (stereo not given),9,2,19,18,-10,-13,1.0,2,-3
c1ccc2c3c(c(CN4CCCC4)cc2c1)COC3,11,0,-7,-7,-3,21,-1.5,4,-3
COc1ccc(OC(C)C(=O)N2CCOCC2)cc1 (stereo not given),9,1,-6,14,-3,31,-2.9,-5,2
CCN(CC)CCNC(=O)CCCCCn1c(=O)[nH]c2cc(C(=O)OC)ccc2c1=O,8,1,20,3,-7,12,-0.7,1,-3
CN(C(=O)c1ccco1)c1ccccc1C(=O)O,9,-5,7,11,-3,2,-0.4,0,-3
COC(=O)c1sc(NC(=S)NC(=O)c2ccccc2)nc1C,14,-1,-20,3,4,-15,2.5,8,-2
COc1ccc(OC)c(C2CC(=O)N3CN(c4ccccc4)CSC3=C2C#N)c1 (stereo not given),11,-5,15,0,3,16,1.8,-14,-2
Cc1cccc([C@@H]2[C@@H]3C(=O)N(Cc4ccccc4)C(=O)[C@@H]3[C@]3(Cc4ccc(Cl)cc4)C(=O)N(c4cccc(Br)c4)C(=O)N23)c1,3,-2,6,23,0,6,0.3,21,9
COc1ccc(N2CCN(CC(=O)c3c[nH]c4ccccc34)CC2)cc1,11,0,-20,18,-8,16,-1.0,-17,-3
COc1ccc(N(CC(=O)N2CCN(C)CC2)S(=O)(=O)c2cc(C)ccc2OC)cc1Cl,13,-3,8,11,-4,16,2.6,5,-4
N#CC(c1ccc(Cl)cc1)(c1ncc(C(F)(F)F)cc1Cl)N1CCOCC1 (stereo not given),-10,-2,21,39,8,7,-0.1,5,-3
COc1ccccc1NC(=O)C1CCCCN1S(=O)(=O)c1ccc(F)cc1 (stereo not given),1,-4,35,29,0,-21,-0.8,25,-3
CC(=O)c1cc(-c2ccccc2)n(CCC(=O)NC2CCC(C)CC2)c1C (stereo not given),11,-3,14,5,3,21,-1.3,2,-3
CCCC(=O)Nc1c(-c2ccccc2)c(=O)c(C)nn1-c1ccc(Cl)cc1,9,1,16,13,-3,8,1.0,6,-2
O=C(c1nc2ccccn2c1CNCCCn1ncc2ccccc21)N1CCOCC1,21,-1,6,9,6,-18,-2.9,6,-5
CCn1c(COc2ccc(=O)n(-c3ccccc3)n2)nnc1SC,5,-2,3,15,-2,22,4.0,0,-1
CCCCCc1cc(=O)oc2c(C(CCN3CCCCC3)c3ccc(OC)cc3)c(OC)cc(OC)c12 (stereo not given),8,10,22,25,0,96*,5.7,7,5
Cc1cc(NC(=O)COC(=O)C2CCN(C(=O)c3ccc(Cl)cc3)CC2)no1,17,-3,24,6,-2,4,-1.2,-2,0
O=C(Nc1ccon1)Nc1cccc(Cl)c1Cl,-6,-3,28,42,-10,7,1.3,26,0
Nc1nnnn1/N=C/c1cccs1,8,0,9,8,-4,14,-1.2,0,-1
CC(C)c1ccc(NC(=S)NC2CC3C=CC2C3)cc1 (stereo not given),12,4,32,51*,-6,-56,9.7,42*,-5
COCc1ccccc1C1=CC(=O)C[C@H](c2ccc(F)cc2)C1,17,-1,14,36,3,-17,1.1,-13,-1
Cc1ccc(C)c(N2CCN(S(=O)(=O)c3ccc4c(c3)CC(=O)N4C)CC2)c1,18,-2,23,16,1,31,1.2,5,0
CSc1ccc(/C=C/C(=O)c2c(O)cc(C)oc2=O)cc1,3,-2,47*,44,7,16,6.2,33,-2
Cc1cc(=O)[nH]c(SCC(=O)NC(C)C2CC3CCC2C3)c1C#N (stereo not given),0,4,12,17,3,-15,-0.4,-19,0

# Reformatted: results already given.
# Each structure is followed by: APJ antagonist, UPR XBP1 act, tim10-1 inh, tim23-1 inh, CXCR6 block, Mdm2 MdmX PPI, CHOP UPR activ, TIM10 inh, APJ ag
N#CC(c1ccc(Cl)cc1)(c1ncc(C(F)(F)F)cc1Cl)N1CCOCC1 (stereo not given)
 : -10, -2, 21, 39, 8, 7, -0.1, 5, -3
COc1ccccc1NC(=O)C1CCCCN1S(=O)(=O)c1ccc(F)cc1 (stereo not given)
 : 1, -4, 35, 29, 0, -21, -0.8, 25, -3
CC(=O)c1cc(-c2ccccc2)n(CCC(=O)NC2CCC(C)CC2)c1C (stereo not given)
 : 11, -3, 14, 5, 3, 21, -1.3, 2, -3
CCCC(=O)Nc1c(-c2ccccc2)c(=O)c(C)nn1-c1ccc(Cl)cc1
 : 9, 1, 16, 13, -3, 8, 1.0, 6, -2
O=C(c1nc2ccccn2c1CNCCCn1ncc2ccccc21)N1CCOCC1
 : 21, -1, 6, 9, 6, -18, -2.9, 6, -5
CCn1c(COc2ccc(=O)n(-c3ccccc3)n2)nnc1SC
 : 5, -2, 3, 15, -2, 22, 4.0, 0, -1
CCCCCc1cc(=O)oc2c(C(CCN3CCCCC3)c3ccc(OC)cc3)c(OC)cc(OC)c12 (stereo not given)
 : 8, 10, 22, 25, 0, 96*, 5.7, 7, 5
Cc1cc(NC(=O)COC(=O)C2CCN(C(=O)c3ccc(Cl)cc3)CC2)no1
 : 17, -3, 24, 6, -2, 4, -1.2, -2, 0
O=C(Nc1ccon1)Nc1cccc(Cl)c1Cl
 : -6, -3, 28, 42, -10, 7, 1.3, 26, 0
Nc1nnnn1/N=C/c1cccs1
 : 8, 0, 9, 8, -4, 14, -1.2, 0, -1
CC(C)c1ccc(NC(=S)NC2CC3C=CC2C3)cc1 (stereo not given)
 : 12, 4, 32, 51*, -6, -56, 9.7, 42*, -5
COCc1ccccc1C1=CC(=O)C[C@H](c2ccc(F)cc2)C1
 : 17, -1, 14, 36, 3, -17, 1.1, -13, -1
Cc1ccc(C)c(N2CCN(S(=O)(=O)c3ccc4c(c3)CC(=O)N4C)CC2)c1
 : 18, -2, 23, 16, 1, 31, 1.2, 5, 0
CSc1ccc(/C=C/C(=O)c2c(O)cc(C)oc2=O)cc1
 : 3, -2, 47*, 44, 7, 16, 6.2, 33, -2

# High-throughput results: PubChem, Sanford-Burnham Center for Chemical Genomics
